# RGS4-Gao reg: modulates binding of RGS4 to human Galphao; P09471; Multiplexed bead flow cytometry; actives lie on both sides; binding response (% of control), % at 10 µM; 220,000 tested, 0.33% active; AID 1415; in the data active = binding response below about 49% or above about 150%; inactive = in between;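 also: fluorescent Galphao activated with aluminum fluoride binding bead-coupled RGS4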
# Target sequence (P09471 whole entry, looked up): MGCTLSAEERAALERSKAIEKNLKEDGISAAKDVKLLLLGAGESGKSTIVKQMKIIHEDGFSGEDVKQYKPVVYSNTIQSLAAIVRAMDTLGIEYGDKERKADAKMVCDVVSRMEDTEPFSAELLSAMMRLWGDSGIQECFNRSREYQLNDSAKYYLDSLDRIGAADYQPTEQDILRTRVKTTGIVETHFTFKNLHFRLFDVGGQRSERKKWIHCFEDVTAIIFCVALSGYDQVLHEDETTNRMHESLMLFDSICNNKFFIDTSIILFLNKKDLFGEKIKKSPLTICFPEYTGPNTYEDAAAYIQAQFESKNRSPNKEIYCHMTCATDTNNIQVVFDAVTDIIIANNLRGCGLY
# Bcl-XL Bim block: disrupts Bim peptide binding to human Bcl-XL; AID 1007; inhibition, % at 10 µM; bead flow cytometry, fluorescence; Q07817; 190,000 tested, 0.04% active
# Target sequence (Q07817 whole entry, looked up): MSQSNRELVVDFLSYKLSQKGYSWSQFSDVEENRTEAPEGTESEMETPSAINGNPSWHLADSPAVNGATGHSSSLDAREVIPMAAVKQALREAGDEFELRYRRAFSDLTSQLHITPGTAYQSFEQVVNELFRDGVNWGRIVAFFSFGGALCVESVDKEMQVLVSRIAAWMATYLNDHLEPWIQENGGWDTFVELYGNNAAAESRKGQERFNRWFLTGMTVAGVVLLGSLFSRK
# Bim-Bcl-2: disrupts Bim peptide binding to human Bcl-2. 190,000 tested, 0.06% active. P10415. inhibition, % at 10 µM. Bead-based flow cytometry, Bim peptide-Bcl-2 binding; in the data active = inhibition above about 40%; inconclusive = no clear call, values can overlap the other calls;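 also: 0% = no compound wells with probe peptide and 100% = reference peptide inhibitor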
# Mcl-1 Bim block: human Bim-Mcl-1 interaction inhibition; inhibition, % at 10 µM; Bead-based flow cytometry, Bim peptide-Mcl-1 binding; Q07820; AID 1009; 190,000 tested, 0.1% active;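 also: 0% = no compound tracer wells and 100% = peptide blocker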
# RGS8-Gao reg: human RGS8-Galphao interaction regulation. P09471. multiplexed bead flow cytometry, RGS8-Galphao binding; actives lie on both sides. response (percent of control binding), % at 10 µM. 220,000 tested, 0.34% active; in the data active = response below about 60% or above about 140%; inactive = in between;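 also: Galphao activated as the GDP aluminium fluoride complex binding bead-coupled RGS8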
# Bfl-1 Bim block: human Bim-Bfl-1 interaction inhibition; Q16548; Bead-based flow cytometry, Bim-Bfl-1 binding inhibition; inhibition, % at 10 µM; 190,000 tested, 0.12% active;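 also: 0% = wells without compound plus tracer and 100% = blocker peptide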
# RGS7-Gao reg: modulates binding of RGS7 to human Galphao. Multiplexed bead flow cytometry; actives lie on both sides. binding response (% of control), % at 10 µM. AID 1439. 220,000 tested, 0.35% active; in the data active = binding response below about 49% or above about 150%; inconclusive = no clear call, values can overlap the other calls; inactive = in between;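 also: fluorescent Galphao held in activated GDP-AlF4 state binding bead-coupled RGS7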
# Mcl1-Noxa inh: disrupts binding of human Mcl-1 to Noxa peptide; TR-FRET Mcl-1/Noxa peptide binding, 2 h; 220,000 tested, 1.5% active; inhibition, % at 21.7 µM; Q07820;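 active = compounds that cut the protein-peptide binding signal by more than 50% relative to plate controls in a single-dose test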;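 also: His-tagged Mcl-1 with rhodamine Noxa BH3 peptide and terbium anti-His antibody; 0% = Mcl-1 plus Noxa peptide wells and 100% = peptide-only wells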
# Bcl-W Bim block: disrupts Bim peptide binding to human Bcl-W | bead-based flow cytometry | inhibition, % at 10 µM | 190,000 tested, 0.02% active | AID 952;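 also: 0% = bound tracer without compound and 100% = peptide blocker; higher means less fluorescent Bim peptide bound to Bcl-W beads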
# Target sequence (Q92843 whole entry, looked up): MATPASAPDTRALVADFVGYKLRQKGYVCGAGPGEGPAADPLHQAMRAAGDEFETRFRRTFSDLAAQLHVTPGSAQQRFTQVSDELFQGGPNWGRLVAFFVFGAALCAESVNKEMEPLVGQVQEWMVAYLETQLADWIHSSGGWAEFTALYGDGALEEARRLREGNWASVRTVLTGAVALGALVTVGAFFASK
# Mcl1-Bid inh: Mcl-1/Bid interaction inhibition; Q07820; TR-FRET Mcl-1/Bid-Dy647 peptide binding, 1536-well; inhibition, % at 21.7 µM; 220,000 tested, 0.97% active;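 active = compounds that cut the binding signal by more than half at the single screening dose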;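 also: His-tagged Mcl-1 with europium anti-His antibody binding Bid BH3 peptide; 0% = Mcl-1 plus peptide wells and 100% = peptide-only wells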
# Bcl-B Bim block: human Bim-Bcl-B interaction inhibition. 190,000 tested, 0.073% active. bead-based flow cytometry, Bim peptide-Bcl-B binding. AID 951. inhibition, % at 10 µM;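 also: 0% = tracer peptide without compound and 100% = reference inhibitor peptide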
# Target sequence (Q9HD36 whole entry, looked up): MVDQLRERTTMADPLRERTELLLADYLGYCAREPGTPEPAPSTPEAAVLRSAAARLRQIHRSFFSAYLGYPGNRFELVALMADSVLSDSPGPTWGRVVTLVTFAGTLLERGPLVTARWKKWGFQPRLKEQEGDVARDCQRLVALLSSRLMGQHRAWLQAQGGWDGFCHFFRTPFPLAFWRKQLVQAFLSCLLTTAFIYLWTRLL
# Numbers without * were called inactive; ? = inconclusive; nt = no result given. Rule as the data show it, unless noted: active = inhibition above about 40%.
# Each structure is followed by: RGS4-Gao reg, Bcl-XL Bim block, Bim-Bcl-2, Mcl-1 Bim block, RGS8-Gao reg, Bfl-1 Bim block, RGS7-Gao reg, Mcl1-Noxa inh, Bcl-W Bim block, Mcl1-Bid inh, Bcl-B Bim block
1: COc1ccc(C2CC(=O)c3cnc(N4CCc5ccccc54)nc3C2)cc1OC (centres undefined)
  105, nt, nt, nt, 100, nt, ?, 4, nt, 8, nt
2: CC(C)(C)c1ccc(COn2ccnc2)cc1
  105, -3, -3, -1, 101, -4, 100, 1, -3, -4, -4
3: CCCc1nnc(NC(=O)c2cc(OC)cc(OC)c2)s1
  96, -3, -9, 0, 101, -14, 98, -3, -4, -20, -8
4: COC(=O)C(CC(C(=O)OC)C(=O)OC)C(=O)OC
  100, 8, 10, 3, 99, 7, 92, 12, 7, -10, 11
5: COCCCNC(=O)COc1ccc(Cl)c(C)c1
  101, -3, -8, 0, 100, -12, 99, -5, 1, -19, -7
6: CCn1c(Cc2ccccc2)nnc1SCc1cccc(C(=O)O)c1
  97, 3, 7, -1, 90, 15, 94, 12, 3, -31, 4
7: Cc1nnc(NC(=O)c2ccc(-c3cccc(C(F)(F)F)c3)o2)s1
  98, 0, 2, 0, 99, 0, 95, 17, -1, 8, 1
8: O=c1c2ccccc2n(Cc2cccc(F)c2)c(=O)n1C1CCCC1
  97, -13, -4, 0, 99, -12, 101, 11, -2, 21, -7
9: Cc1ccc(-c2nnc3c4ccccc4c(C)nn23)cc1S(=O)(=O)N1CCN(CCO)CC1
  100, 16, -7, 1, 102, -14, 98, 18, 2, -10, 1
10: Cn1c(=O)c2cc(S(=O)(=O)NCCC(=O)NC3CCCCCCC3)ccc2n(C)c1=O
  106, 1, 0, 0, 102, -3, 105, -4, 0, -37, 1
11: O=c1c(OC2OC(CO)C(O)C(O)C2OC2OC(CO)C(O)C(O)C2O)c(-c2ccc(O)cc2)oc2cc(O)cc(O)c12 (centres undefined)
  86, nt, nt, nt, 86, nt, ?, 29, nt, -79, nt
12: O=C(NCc1cn(-c2ccccc2)nc1-c1ccc(F)cc1)c1cccc([N+](=O)[O-])c1
  101, -10, -4, -5, 102, -9, 103, -6, -7, -1, -10
13: c1ccc(Sc2cccc3ccccc23)c(CNC2=NCCN2)c1
  111, -9, -10, -8, 111, 0, 121, 6, -5, 15, -5
14: FC(F)C(F)(F)C(F)(F)C(F)(F)c1cc(-c2ccccc2)n[nH]1
  96, 5, 0, 1, 88, 0, 96, 21, 0, 12, 0
15: Cn1ccnc1SCC(=O)Nc1ccccc1
  89, -6, -2, -2, 98, -2, 89, -11, -1, -14, -7
16: CN1CCN(S(=O)(=O)c2ccc(N3CCN(C(=O)c4ccccc4)CC3)nc2)CC1
  104, -3, -3, 0, 108, -6, 106, -1, 0, -7, -4
17: COC(=O)c1sc(S(=O)(=O)N2CCN(c3ccc(OC)cc3)CC2)c(C(=O)OC)c1C
  91, -6, -15, -1, 98, -17, 93, 17, -1, -92, -9
18: O=C(CNC1CCCCC1)NN=C(c1ccccc1)c1ccccc1
  101, -3, -1, -2, 100, -2, 98, 8, 0, -3, -1
19: Nn1c(SCc2cccc(F)c2)nnc1-c1cccnc1
  90, nt, nt, nt, 94, nt, ?, 1, nt, -7, nt
20: Cc1nc(C(=O)Nc2ccc(Cl)cc2)sc1C1(C)CC(c2ccccc2)=NO1 (centres undefined)
  105, nt, nt, nt, 104, nt, ?, 7, nt, -50, nt
21: CCOC(=O)c1sc(NC(=O)CSc2nnc(-c3ccco3)o2)c(C(=O)OCC)c1C
  95, -2, -3, -1, 87, -1, 93, 10, 0, 0, 1
22: Cn1c(CNC(=O)c2ccco2)nnc1SCC(=O)c1ccccc1
  100, 1, 6, 16, 103, -2, 99, 4, 3, -16, 3
23: C/[N+]([O-])=C/c1c(OCc2ccc(Cl)cc2Cl)ccc2ccccc12
  106, -2, -4, 0, 103, -4, 105, 10, -1, -4, -1
24: Cc1cccc(NC(=O)CCC(=O)OCC(=O)c2ccc(Oc3ccc([N+](=O)[O-])cc3)cc2)c1
  98, -2, -1, -2, 98, -6, 92, 12, -2, 25, -14
25: Cc1ccnc(SCC(=O)Nc2oc(-c3ccccc3)c(-c3ccccc3)c2C#N)n1
  107, -9, -12, -1, 101, -10, 108, -1, 0, -3, -7
26: Cc1ccc(S(=O)(=O)c2c(C)cc(C)nc2Oc2cccc(C)c2C)cc1
  100, 0, -1, 0, 100, 0, 97, 17, -1, -2, 0
27: COc1ccc(-c2ccc(-c3nc4c(c(=O)[nH]c(=O)n4Cc4ccccc4)n3C)o2)c([N+](=O)[O-])c1
  94, -3, 0, -3, 88, 3, 90, 40, -2, 22, -6
28: Clc1ccc(OCc2nnc(-c3ccccc3Br)o2)c(Cl)c1
  104, 0, -4, 38, 101, -8, 103, 4, 2, -4, -4
29: O=c1[nH]c(-c2ccccc2F)nc2c1sc(=S)n2Cc1ccccc1
  98, -4, -4, -2, 99, -4, 95, 14, -4, -7, -9
30: Cc1cccc(NC(=O)COC(=O)Cc2cccc(C(F)(F)F)c2)c1C
  104, -8, -7, -3, 98, -11, 97, -2, -6, -37, -8

# By substructure: those above with an aryl methoxy group
# Each structure is followed by: RGS4-Gao reg, Bcl-XL Bim block, Bim-Bcl-2, Mcl-1 Bim block, RGS8-Gao reg, Bfl-1 Bim block, RGS7-Gao reg, Mcl1-Noxa inh, Bcl-W Bim block, Mcl1-Bid inh, Bcl-B Bim block
1: COc1ccc(C2CC(=O)c3cnc(N4CCc5ccccc54)nc3C2)cc1OC (centres undefined)
  105, nt, nt, nt, 100, nt, ?, 4, nt, 8, nt
3: CCCc1nnc(NC(=O)c2cc(OC)cc(OC)c2)s1
  96, -3, -9, 0, 101, -14, 98, -3, -4, -20, -8
17: COC(=O)c1sc(S(=O)(=O)N2CCN(c3ccc(OC)cc3)CC2)c(C(=O)OC)c1C
  91, -6, -15, -1, 98, -17, 93, 17, -1, -92, -9
27: COc1ccc(-c2ccc(-c3nc4c(c(=O)[nH]c(=O)n4Cc4ccccc4)n3C)o2)c([N+](=O)[O-])c1
  94, -3, 0, -3, 88, 3, 90, 40, -2, 22, -6

# Three entries already listed, ordered by length of the SMILES, smallest number first.
# Each structure is followed by: RGS4-Gao reg, Bcl-XL Bim block, Bim-Bcl-2, Mcl-1 Bim block, RGS8-Gao reg, Bfl-1 Bim block, RGS7-Gao reg, Mcl1-Noxa inh, Bcl-W Bim block, Mcl1-Bid inh, Bcl-B Bim block
19: Nn1c(SCc2cccc(F)c2)nnc1-c1cccnc1
  90, nt, nt, nt, 94, nt, ?, 1, nt, -7, nt
28: Clc1ccc(OCc2nnc(-c3ccccc3Br)o2)c(Cl)c1
  104, 0, -4, 38, 101, -8, 103, 4, 2, -4, -4
22: Cn1c(CNC(=O)c2ccco2)nnc1SCC(=O)c1ccccc1
  100, 1, 6, 16, 103, -2, 99, 4, 3, -16, 3

# Next section:
# Each structure is followed by: RGS4-Gao reg, Bcl-XL Bim block, Bim-Bcl-2, Mcl-1 Bim block, RGS8-Gao reg, Bfl-1 Bim block, RGS7-Gao reg, Mcl1-Noxa inh, Bcl-W Bim block, Mcl1-Bid inh, Bcl-B Bim block
31: CCOC(=O)c1ccc(N/N=C/c2cc(Br)cc([N+](=O)[O-])c2O)cc1
  100, 0, 1, 1, 98, 1, 104, 61*, 0, -6, 0
32: CCOC(=O)c1ccc(NC(=O)CCc2nc(-c3ccc(Cl)cc3)no2)cc1
  100, -5, -5, 0, 101, -3, 98, -3, 0, 3, -4
33: COC(=O)C1=C(C)N(C)C(C)=C(C(=O)OC)C1c1ccccc1C
  104, -1, -10, 0, 102, -10, 101, 10, 0, -20, -5
34: C/C(=N\Nc1nc(Nc2ccccc2)nc(N2CCOCC2)n1)c1cccs1
  97, -3, -4, -2, 100, -8, 98, -5, 0, -31, -5
35: CCCCC(=O)NCCNC(=O)c1cc(OCC(F)(F)F)ccc1OCC(F)(F)F
  100, -2, -10, -1, 101, -16, 99, 12, -1, -21, -6
36: Cc1ccccc1CN(CC(=O)Nc1cccc([N+](=O)[O-])c1)S(=O)(=O)c1ccc(Cl)cc1
  97, -3, 2, -3, 97, 6, 99, 22, -3, -14, -2
37: COc1ccc(S(=O)(=O)N2CCOCC2)cc1NC(=O)CSc1nnc(C2CC2)n1N
  100, -1, -2, -3, 101, 0, ?, 2, -1, 2, 2
38: CSc1nc(C)cc(C)c1C#N
  100, -2, 0, 0, 102, -1, 99, nt, 0, nt, 0
39: Cc1cc(C)n(-c2nc3ccccc3n3c(C)nnc23)n1
  102, 0, -7, 0, 101, -3, 102, 9, -1, -1, -3
40: O=C(Cc1n[nH]c(=O)[nH]c1=O)N/N=C/c1cccc(O)c1
  89, -5, -11, -1, 93, -13, 87, 6, 3, -17, -9
41: O=C1CC2(CCCC2)CC(=O)N1c1ccccc1
  105, -2, -3, 0, 101, -7, 98, -5, 0, -5, -1
42: Cc1cccc(NC(=O)CSc2ccc(C(N)=O)cc2[N+](=O)[O-])c1C
  98, -6, 0, -5, 98, 0, 97, 23, -1, 5, -4
43: Cc1ccc(/C=N/NC(=O)c2nnn(-c3nonc3N)c2CSc2ccc(Cl)cc2)cc1
  86, 2, 1, 1, 91, -4, 87, 5, 4, -11, -1
44: Cc1ccc(S(=O)(=O)N(CC(=O)O)Cc2ccccc2)cc1
  98, -11, -9, -2, 100, -19, 98, 20, -1, 10, -10
45: COc1cc(/C=N\NC(=O)OC(C)(C)C)ccc1OC(=O)c1ccco1
  103, -1, 0, 0, 101, 0, 99, 6, 0, 1, 0
46: Cc1cc(C)cc(-n2cc(C(=O)O)c(=O)cc2C)c1
  103, 0, -1, 0, 105, -3, 102, 4, 1, 1, -2
47: CCOCCn1c(CN2CCN(C)CC2)nc2c1c(=O)n(C)c(=O)n2C
  95, nt, nt, nt, 100, nt, ?, 2, nt, -92, nt
48: Cc1cccc(OCC(=O)Nc2ccc(S(=O)(=O)Nc3ccccn3)cc2)c1
  98, 0, 1, 1, 89, 6, 95, 11, 1, 13, 3
49: CCOc1nc(NC(=O)NS(=O)(=O)Oc2ccccc2Cl)nc(-c2ccccc2)n1
  98, 0, -10, 0, 98, -12, 101, 15, 2, 5, -5
50: O=C1CN(C(=O)CSc2nnc(C3CC3)n2-c2ccccc2)c2ccccc2N1
  102, -8, -12, -5, 99, -11, 100, 9, -2, -56, -5
51: Cc1ccc(C(=O)CSc2nnc(-c3ccccc3N)n2C)cc1C
  103, 0, 1, 0, 101, -5, 99, 12, -1, -3, 3
52: O=C(OCc1ccccn1)c1ccc(COc2ccc3ccccc3c2)o1
  101, nt, nt, nt, 97, nt, ?, 2, nt, -18, nt
53: O=c1[nH]c2c(s1)C(c1cccnc1)C1C3CCC(C3)C1S2 (centres undefined)
  101, nt, nt, nt, 98, nt, ?, -9, nt, -47, nt
54: Cc1oc2c(c1C(=O)Nc1cccc3ccccc13)CCCC2
  98, 1, 1, 1, 99, 0, 97, 17, 4, -30, 1
55: C=CCn1c(O)c(N=NC(=S)Nc2ccccc2F)c2cc(S(=O)(=O)N3CCOCC3)ccc21
  100, 1, -3, -2, 97, 0, 99, -57, 1, -49, -5
56: NNC(=S)NCc1cccnc1
  106, -2, -2, 0, 104, 0, 110, -4, -2, -66, -4
57: Cc1cc(NC(=O)c2c(-c3c(Cl)cccc3Cl)noc2C)n(C)n1
  99, nt, nt, nt, 102, nt, ?, 17, nt, 15, nt

# Screens from PubChem BioAssay.
